Screening results: PubChem, National Center for Advancing Translational Sciences (NCATS)
GCN5L2 inh – GCN5L2 (KAT2A) acetyltransferase inhibition; Q92830; GCN5L2 HAT assay, ThioGlo1 CoA-SH fluorescence; Potency, µM (highest dose often 58.9 µM), inactives show at the highest dose activity change, negative = inhibition, usual class: inhibitors; 390,000 tested, 0.21% active
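ThioGlo1-coupled HAT assay: 20nM GCN5L2, 70uM acetyl-CoA, 75uM H3(1-25) peptide, pH 7.5. Fluorescence read at 340/540nm at start and after 20 min at room temperature.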
FEN1 inhibitor – human FEN1 inhibition | P39748 | Recombinant FEN1 flap cleavage, fluorescence, 15 min | Potency, µM (highest dose often 114 µM), inactives show top-dose activity change, negative = inhibition, usual class: inhibitors | 390,000 tested, 0.35% active | AID 588795; note: nearly all actives have a fitted effect of over 65% in size
Target sequence (P39748 whole entry, looked up): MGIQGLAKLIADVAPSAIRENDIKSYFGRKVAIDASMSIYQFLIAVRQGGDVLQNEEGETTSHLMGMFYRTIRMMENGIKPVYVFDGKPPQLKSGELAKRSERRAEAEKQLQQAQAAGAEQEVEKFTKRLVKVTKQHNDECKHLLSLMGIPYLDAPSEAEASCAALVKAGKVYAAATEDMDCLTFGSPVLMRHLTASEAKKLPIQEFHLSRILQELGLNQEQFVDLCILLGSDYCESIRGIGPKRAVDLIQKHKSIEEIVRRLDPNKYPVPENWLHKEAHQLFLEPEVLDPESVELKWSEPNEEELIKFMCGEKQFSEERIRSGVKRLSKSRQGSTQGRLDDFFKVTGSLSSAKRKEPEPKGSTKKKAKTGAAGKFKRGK
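Nuclease activity of 10 nM FEN1 was measured after 15 min of room-temperature exposure to titrated compounds, by adding 50 nM flap substrate and reading plates at 0 and 15 min.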
TDP1 cell CPT – growth inhibition of DT40 Tdp1-/-;hTDP1 cells with camptothecin (screen for TDP1 inhibitors). chicken DT40 Tdp1-/-;hTDP1 cells + 20 nM CPT, ATP luminescence, 48 h. Potency, µM (highest dose often 46.2 µM), inactives show at the top dose activity change, negative = growth inhibition, actives largely listed as inhibitors. 420,000 tested, 12% active; note: nearly all actives have a fitted effect of over 55% in size
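Chicken DT40 Tdp1-/- cells complemented with human TDP1, 400 cells/well, exposed to compounds plus 20 nM camptothecin for at least 48 h at 37 C; viability read as ATP content by CellTiter-Glo luminescence.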
Active calls of the source: *; & = joins results of further samples. Calls come from the whole dose curve; as a rule, active = well fitted curve in the direction sought with a large enough effect; inconclusive = small, poorly fitted or top-dose-only effect, or another doubt; inactive = no such curve, though single readings can be large; an effect the other way counts as inactive or inconclusive. % is set by controls: 0 for no effect and ±100 for the full control effect; potency is the fitted concentration of half-maximal effect. A portion of the library (hit frequency here may not be typical).

Results for CCCc1nc([N+](=O)[O-])c(S(=O)(=O)c2ccccc2)n1CC(C)C ?
GCN5L2 inh: -3%; FEN1 inhibitor: -18%; TDP1 cell CPT: 16µM*

Results for Cc1cc(C)nc(N/N=C/c2ccccc2OCc2ccc([N+](=O)[O-])cc2)n1 ?
GCN5L2 inh: 5%; FEN1 inhibitor: 4%; TDP1 cell CPT: inconclusive

What do the screens show for `Cc1ccc(CCNC(=O)C2CCN(S(=O)(=O)c3c(C)nn(C)c3C)CC2)cc1`?
GCN5L2 inh: -8%; FEN1 inhibitor: -6%; TDP1 cell CPT: -20%

What do the screens show for `COc1ccc(-n2c(=O)c3c(c4cc(OC)ccc4n3C)n(CCC(C)C)c2=O)cc1`?
GCN5L2 inh: 1%; FEN1 inhibitor: 3%; TDP1 cell CPT: -26%

Results for CCOC(=O)[C@@H]1[C@H]2COc3ccccc3[C@@H]2N2C(=O)N(c3ccc(F)cc3)C(=O)[C@@]12C ?
GCN5L2 inh: -16%; FEN1 inhibitor: -1%; TDP1 cell CPT: -12%

Results for Cc1ccnc2nc(C(=O)OCC(=O)NC3CCC(C)CC3)nn12 (stereo unspecified) ?
GCN5L2 inh: -6%; FEN1 inhibitor: -3%; TDP1 cell CPT: -5%

What do the screens show for `COc1ccc(-c2nc(-c3ccc(NC(=O)c4ccncc4)cc3)no2)cc1OC`?
GCN5L2 inh: 2%; FEN1 inhibitor: -10%; TDP1 cell CPT: 5.2µM*

How did COc1ccc(Oc2c(Cl)cnn(-c3ccc(Cl)c(Cl)c3)c2=O)cc1 do in these assays?
GCN5L2 inh: -1%; FEN1 inhibitor: 14%; TDP1 cell CPT: inconclusive

What do the screens show for `O=C(NC1CC(=O)N(c2ccc(F)cc2)C1)C(=O)c1c[nH]c2ccccc12` (stereo unspecified)?
GCN5L2 inh: 1%; FEN1 inhibitor: 7%; TDP1 cell CPT: -9%

Results for CCC1(CC)C(=O)NC(=O)NC1=S ?
FEN1 inhibitor: -3%; TDP1 cell CPT: -1%

Results for CCOC(=O)N1CCN(C(=S)NC(=O)c2cc(Br)ccc2Cl)CC1 ?
GCN5L2 inh: -2%; FEN1 inhibitor: 1%; TDP1 cell CPT: inconclusive

What do the screens show for `COC(=O)C1=C(C)NC2=C(C(=O)CCC2)C1c1coc2ccccc2c1=O` (stereo unspecified)?
GCN5L2 inh: 2%; FEN1 inhibitor: -3%; TDP1 cell CPT: 1%

Structures above containing a nitro group on carbon (2):
Results for CCCc1nc([N+](=O)[O-])c(S(=O)(=O)c2ccccc2)n1CC(C)C ?
GCN5L2 inh: -3%; FEN1 inhibitor: -18%; TDP1 cell CPT: 16µM*

Results for Cc1cc(C)nc(N/N=C/c2ccccc2OCc2ccc([N+](=O)[O-])cc2)n1 ?
GCN5L2 inh: 5%; FEN1 inhibitor: 4%; TDP1 cell CPT: inconclusive

(further entries)
How did Cc1ccc(C(C)C)c(OCC(=O)Nc2cc(-c3nc4ccccc4[nH]3)ccc2C)c1 do in these assays?
GCN5L2 inh: -12%; FEN1 inhibitor: 1%; TDP1 cell CPT: 4.6µM*

How did O=C(Cn1nc(Cl)nc1Cl)c1ccccc1 do in these assays?
GCN5L2 inh: -12%; FEN1 inhibitor: -10%; TDP1 cell CPT: inconclusive

How did FC(F)(F)c1cccc(NC(=S)NC(c2ccccc2)c2ccccc2)c1 do in these assays?
GCN5L2 inh: 18%; FEN1 inhibitor: -16%; TDP1 cell CPT: 3.7µM*

Results for O=C(Nc1cccc(C(F)(F)F)c1)C(Sc1n[nH]c(=O)[nH]c1=O)c1ccccc1 (stereo unspecified) ?
GCN5L2 inh: -4%; FEN1 inhibitor: 6%; TDP1 cell CPT: 5%

What do the screens show for `COc1cccc(C(c2c(N)n(C)c(=O)n(C)c2=O)C(C)[N+](=O)[O-])c1` (stereo unspecified)?
GCN5L2 inh: -7%; FEN1 inhibitor: -10%; TDP1 cell CPT: inconclusive

What do the screens show for `Cn1nnnc1SCC1=C(C(=O)O)N2C(=O)C(NC(=O)Cn3nc(C(F)F)cc3C3CC3)C2SC1` (stereo unspecified)?
GCN5L2 inh: -4%; FEN1 inhibitor: 0%; TDP1 cell CPT: -8%

Results for CC1CCCN(C(=O)CCNS(=O)(=O)c2ccc3c(c2)c(=O)n(C)c(=O)n3C)C1 (stereo unspecified) ?
GCN5L2 inh: 1%; FEN1 inhibitor: 15%; TDP1 cell CPT: -1%

How did CCn1cc(C=O)c2cc(S(=O)(=O)N3CCOCC3)ccc21 do in these assays?
GCN5L2 inh: 1%; FEN1 inhibitor: -2%; TDP1 cell CPT: 3%

What do the screens show for `Cc1ccc2nc(/C=C/c3cccc(F)c3)ccc2c1`?
GCN5L2 inh: -4%; FEN1 inhibitor: -19%; TDP1 cell CPT: 1%

How did COc1ccccc1CCn1c(=O)cnc2cncnc21 do in these assays?
GCN5L2 inh: -5%; TDP1 cell CPT: 4.6µM*

How did O=C(NCc1ccccc1)C(=O)c1cn(CC(=O)N2CCOCC2)c2ccccc12 do in these assays?
GCN5L2 inh: -4%; FEN1 inhibitor: 16%; TDP1 cell CPT: 2%

How did Cc1onc(-c2ccccc2Cl)c1NC(=O)NCc1cccs1 do in these assays?
GCN5L2 inh: -1%; FEN1 inhibitor: -2%; TDP1 cell CPT: 13%

What do the screens show for `CCOC(=O)CN1C(=O)C(=O)N(Cc2cccc(C)c2)C1=O`?
GCN5L2 inh: 7%; FEN1 inhibitor: -3%; TDP1 cell CPT: 8%

How did CCCc1cc(=O)oc2c(C)c(OCc3nn[nH]n3)ccc12 do in these assays?
GCN5L2 inh: -26%; FEN1 inhibitor: 10%; TDP1 cell CPT: 0%

Results for COc1ccccc1C1=CC(=O)CCC1 ?
FEN1 inhibitor: -2%; TDP1 cell CPT: -3%

What do the screens show for `O=C(NCCc1ccccc1)c1cccc2c1C(=O)c1ccc(N3CCOCC3)cc1S2(=O)=O`?
GCN5L2 inh: 0%; FEN1 inhibitor: -18%; TDP1 cell CPT: inconclusive

Results for O=C(COC(=O)CNS(=O)(=O)c1cccc(F)c1)NCCc1ccccc1 ?
GCN5L2 inh: -10%; FEN1 inhibitor: 5%; TDP1 cell CPT: 6%

How did CCN(CC)C(=O)Oc1ccc2c(=O)c(-c3ccc(OC)cc3)coc2c1 do in these assays?
GCN5L2 inh: -3%; FEN1 inhibitor: 5%; TDP1 cell CPT: inconclusive

What do the screens show for `Cc1ccc(-c2nc(C(=O)NCCCN3CCOCC3)cc3c2[nH]c2ccccc23)cc1`?
GCN5L2 inh: -5%; FEN1 inhibitor: -10%; TDP1 cell CPT: 3.3µM*

Results for Cn1cc(Cl)c(C(=O)Nc2nc3ccccc3s2)n1 ?
GCN5L2 inh: -1%; FEN1 inhibitor: -4%; TDP1 cell CPT: -22%

How did CCOc1ccccc1NC(=O)CSc1nnc(Cc2cccn2C)n1-c1ccc(F)cc1 do in these assays?
GCN5L2 inh: -9%; FEN1 inhibitor: -17%; TDP1 cell CPT: -25%

Results for CNC(=S)N(CCCO)Cc1cc2cc3c(cc2[nH]c1=O)OCO3 ?
GCN5L2 inh: -17%; FEN1 inhibitor: 12%; TDP1 cell CPT: 2%

What do the screens show for `CN(C)S(=O)(=O)c1ccc(NC(=O)COC(=O)CC2CC3CCC2C3)cc1` (stereo unspecified)?
GCN5L2 inh: -5%; FEN1 inhibitor: 3%; TDP1 cell CPT: -14%

Results for Cc1cc(NC(=O)c2cccc(Cl)c2)n[nH]1 ?
GCN5L2 inh: -1%; FEN1 inhibitor: -2%; TDP1 cell CPT: -3%

Results for Cc1ccc(NC2CCCN(C(=O)c3ccnc(Cl)c3)C2)cc1C (stereo unspecified) ?
GCN5L2 inh: -1%; FEN1 inhibitor: 14%; TDP1 cell CPT: 1%

What do the screens show for `CCc1ccc(C(=O)Nc2cc(C)on2)o1`?
GCN5L2 inh: -1%; FEN1 inhibitor: 8%; TDP1 cell CPT: -12%

How did N#CC(C#N)=c1ccc2c(c1)NC1(CCCCC1)N=2 do in these assays?
GCN5L2 inh: -3%; FEN1 inhibitor: -8%; TDP1 cell CPT: 12µM*

What do the screens show for `O=C(Cc1ccc(S(=O)(=O)N2CCOCC2)s1)N1CCN(S(=O)(=O)c2ccccc2[N+](=O)[O-])CC1`?
FEN1 inhibitor: 1%; TDP1 cell CPT: inconclusive

What do the screens show for `CCN=C1SC(CC(=O)Nc2ccc(N3CCOCC3)cc2)C(=O)N1CC` (stereo unspecified)?
GCN5L2 inh: -4%; FEN1 inhibitor: 2%; TDP1 cell CPT: -14%

Results for COc1ccc(/C=N\NC(=O)c2ccccc2Cl)cc1COc1c(F)c(F)c(F)c(F)c1F ?
GCN5L2 inh: -14%; FEN1 inhibitor: -21%; TDP1 cell CPT: 14%

Results for Cc1c(CNC2CCCC(C)C2C)c(C(=O)O)c(C)n1Cc1ccccc1 (stereo unspecified) ?
GCN5L2 inh: 3%; FEN1 inhibitor: -5%; TDP1 cell CPT: inconclusive

What do the screens show for `CCCS(=O)(=O)N1CCCC(c2nc(-c3cccc(OC)c3)no2)C1` (stereo unspecified)?
GCN5L2 inh: -2%; FEN1 inhibitor: -7%; TDP1 cell CPT: -23%

What do the screens show for `CCOc1ccccc1N(C)C(=O)Cn1cnc2sc(C)c(S(=O)(=O)N3CCC(C)CC3)c2c1=O`?
GCN5L2 inh: -1%; FEN1 inhibitor: -3%; TDP1 cell CPT: inconclusive

Results for CC(NC(=O)Cc1cccs1)c1ccc2c(c1)OCO2 (stereo unspecified) ?
GCN5L2 inh: 2%; FEN1 inhibitor: 0%; TDP1 cell CPT: 4%

Results for CCOc1ccc(-n2c(SCC(=O)N3CCc4ccccc43)nnc2-c2c[nH]c3ccccc23)cc1 ?
GCN5L2 inh: -9%; FEN1 inhibitor: 2%; TDP1 cell CPT: inconclusive

What do the screens show for `NC(=O)c1c(NC(=O)CN2C(=O)NC(Cc3ccccc3)C2=O)sc2c1CCC2` (stereo unspecified)?
GCN5L2 inh: inconclusive; FEN1 inhibitor: 4%; TDP1 cell CPT: inconclusive

Results for COC(=O)c1cc(S(=O)(=O)N2CCN(c3ccccc3)CC2)c[nH]1 ?
GCN5L2 inh: -2%; FEN1 inhibitor: -2%; TDP1 cell CPT: -28%

Results for O=C(Nc1ccc(F)cc1)c1ccc(C(=O)N2CCOCC2)cc1 ?
GCN5L2 inh: -6%; FEN1 inhibitor: 18%; TDP1 cell CPT: 6%

Results for Nc1ccc(S(=O)(=O)Nc2nccc(/C=C/c3ccc(Cl)cc3Cl)n2)cc1 ?
GCN5L2 inh: inconclusive; FEN1 inhibitor: 6%; TDP1 cell CPT: -3%

How did COc1ccc(Cc2nnc(NC(=O)C3CCCO3)s2)cc1OC (stereo unspecified) do in these assays?
GCN5L2 inh: -11%; FEN1 inhibitor: -16%; TDP1 cell CPT: -3%

What do the screens show for `N#CC[n+]1cc(-c2ccc(Cl)cc2)n2c1CCC2`?
GCN5L2 inh: 1%; FEN1 inhibitor: -10%; TDP1 cell CPT: -5%

How did CCCN1CCN(C(=O)CN2C(=O)CC(C)(C)S(=O)(=O)c3ccccc32)CC1 do in these assays?
GCN5L2 inh: -26%; FEN1 inhibitor: -16%; TDP1 cell CPT: 1%

What do the screens show for `COc1ccc(-c2csc(NC3OC(=O)c4c3ccc(OC)c4OC)n2)cc1OC` (stereo unspecified)?
GCN5L2 inh: -5%; FEN1 inhibitor: 4%; TDP1 cell CPT: 9.2µM*

How did COc1ccc2c(CNCCc3cccs3)c(C(=O)O)n(Cc3cccc(F)c3)c2c1 do in these assays?
GCN5L2 inh: 0%; FEN1 inhibitor: 14%; TDP1 cell CPT: inconclusive

Results for C[C@@H]1C(=O)NC2=Nc3cccc(Cl)c3CN21 ?
GCN5L2 inh: -5%&10%; TDP1 cell CPT: -27%

Results for Cc1ccc(NC(=O)CSc2nc(C)c(C)c(C)n2)c([N+](=O)[O-])c1 ?
GCN5L2 inh: 3%; FEN1 inhibitor: -13%; TDP1 cell CPT: -18%

What do the screens show for `COc1ccc(N2CC(C(=O)Nc3nnc(SCC(=O)NC(C)(C)C)s3)CC2=O)cc1` (stereo unspecified)?
GCN5L2 inh: 3%; FEN1 inhibitor: 14%; TDP1 cell CPT: -17%

By substructure, the compounds so far containing a CF3 group (two)
How did FC(F)(F)c1cccc(NC(=S)NC(c2ccccc2)c2ccccc2)c1 do in these assays?
GCN5L2 inh: 18%; FEN1 inhibitor: -16%; TDP1 cell CPT: 3.7µM*

Results for O=C(Nc1cccc(C(F)(F)F)c1)C(Sc1n[nH]c(=O)[nH]c1=O)c1ccccc1 (stereo unspecified) ?
GCN5L2 inh: -4%; FEN1 inhibitor: 6%; TDP1 cell CPT: 5%
